DSG3 Ab inh: human desmoglein-3 autoantibody binding inhibition; DSG3-coupled beads, scFv-anti-DSG3-GFP binding, flow cytometry; stronger effect = lower value; 310,000 tested, 0.48% active; binding (percent of control), % at 10 µM; AID 588358;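 active = binding more than 3 SD below its plate's average and above zero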;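 note: hits lower antibody fragment binding to DSG3; some compounds called inactive have numbers as strong as hits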
HTR5A ag: counter-screen for OPRM1-OPRD1 agonists: human HTR5A agonism; HTR5A agonist assay, luminescence, cell-based; 340,000 tested, 0.61% active; P47898; activation, % at 9.3 µM; AID 504692; in the data active = activation mostly above about 9.5%, no sharp cut-off; inactive = mostly below about 7.6%;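 note: 0% = cells with vehicle only and 100% = reference agonist; strong numbers were not always called active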
Target sequence (P47898 whole entry, looked up): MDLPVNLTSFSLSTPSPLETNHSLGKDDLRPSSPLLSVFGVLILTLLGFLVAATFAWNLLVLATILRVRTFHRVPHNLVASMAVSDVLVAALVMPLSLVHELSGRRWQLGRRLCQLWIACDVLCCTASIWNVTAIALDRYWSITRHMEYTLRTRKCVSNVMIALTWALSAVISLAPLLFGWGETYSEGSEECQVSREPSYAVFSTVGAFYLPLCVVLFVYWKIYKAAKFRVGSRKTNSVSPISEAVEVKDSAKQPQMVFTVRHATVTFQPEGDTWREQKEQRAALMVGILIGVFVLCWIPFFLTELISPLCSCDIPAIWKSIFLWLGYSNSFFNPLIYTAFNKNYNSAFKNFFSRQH
AddAB inh: less growth of phage-infected E. coli with AddAB. AID 435030. 330,000 tested, 0.29% active. E. coli expressing H. pylori AddAB, absorbance growth. inhibition, % at 11.9 µM; in the data active = inhibition above about 12%;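 note: 0% = vehicle wells of infected cells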
E coli growth: reduces bacterial viability in AddAB counter-screen; E. coli V3065 growth, OD600 absorbance, 18 h; inhibition, % at 11.9 µM; 330,000 tested, 0.27% active; AID 449728;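 active = inhibition above the campaign's mean inhibition across all tested compounds plus 3 SD, cut at about 9.9% in these data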;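 note: uninfected addAB+ strain grown without phage in ampicillin broth; 0% = DMSO wells and 100% = ciprofloxacin 0.95 µg/ml wells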
PfHsp90 yeast 2: inhibits growth of yeast expressing Plasmodium falciparum Hsp90; S. cerevisiae expressing PfHsp90, BacTiter-Glo ATP, 48 h; yeast lacking PDR1 and PDR3 efflux regulators; inhibition, % at 9.4 µM; 310,000 tested, 0.32% active;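 active = every replicate shows inhibition above about 80%, whatever the replicate mean, limit read from the data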;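 note: 0% = DMSO neutral controls and 100% = 20 µM radicicol positive controls; yeast relying on Plasmodium falciparum Hsp90 in place of its own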
phage Ecoli inh: E. coli growth loss with phage present; growth absorbance; inhibition, % at 11.9 µM; 360,000 tested, 0.26% active; AID 651602; in the data active = inhibition above about 11%
PKA-R1A act: activates the PKA-R1A holoenzyme complex | P00514+P68181 | PKA-R1A dissociation, Cy5-IP20 fluorescence polarization; scaled: DMSO 0%, 113 µM cGMP 100% | activation, % at 11.4 µM | 340,000 tested, 0.083% active | AID 504707;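 active = percent activation above the mean of all tested compounds plus 3 SD, cut at about 19% in these data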;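 note: higher means more PKAc released from R1A so a rise in polarization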
OPRM1-OPRD1 inv: mu-delta opioid heterodimer inverse agonism. 340,000 tested, 0.21% active. inhibition, % at 9.3 µM. cell-based MOR-DOR heterodimer luminescence; in the data active = inhibition above about 22%, passing the limit was not always enough;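 note: 0% = cells with DMSO and 100% = wells without cells with DMSO; values of inactives mirror those of a sister screen read the other way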
OPRM1-OPRD1 ag: OPRM1-OPRD1 heterodimerization agonism; P35372+P41143; cells, luminescence; activation, % at 9.3 µM; 340,000 tested, 0.3% active; in the data active = activation above about 18%;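 note: 0% = vehicle-treated cells and 100% = reference agonist; values of inactives mirror those of a sister screen read the other way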
SUMO Mot1 rescue: inhibitors of SUMOylation pathway: yeast Mot1-301 growth rescue | S. cerevisiae Mot1-301 growth rescue, ATP luminescence, 38.5C; percent above DMSO median, 100 means doubled | growth rescue, % at 18.8 µM | 320,000 tested, 1% active | AID 2716;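 active = every valid replicate shows activation above 250% relative to neutral control wells; inactive = the rest, any valid replicate at or below 250%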;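 note: OY570 slx delta 5 strain wells were the positive control but not used for scaling; some compounds called inactive have numbers as strong as hits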
HTR5A inv ag: counter-screen for OPRM1-OPRD1 inverse agonists: human HTR5A inverse agonism; 340,000 tested, 0.083% active; inhibition, % at 9.3 µM; HTR5A cell line, luminescence; P47898; AID 504634; in the data active = inhibition mostly above about 23%, no sharp cut-off; inactive = mostly below about 18%;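 note: 0% = cells with DMSO and 100% = no-cell wells with DMSO; some compounds called inactive have numbers as strong as hits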
Active calls of the source: *; x = no result given.

Structure	DSG3 Ab inh	HTR5A ag	AddAB inh	E coli growth	PfHsp90 yeast 2	phage Ecoli inh	PKA-R1A act	OPRM1-OPRD1 inv	OPRM1-OPRD1 ag	SUMO Mot1 rescue	HTR5A inv ag
O=C(COC(=O)CSc1ccc([N+](=O)[O-])cc1)NCc1cccs1	98	4	-0.9	-0.4	x	0.9	2	16	-2.9	66	-10
CCOC(=O)C1CCCN(C(=O)CCn2nc(-c3ccccc3)ccc2=O)C1 (stereo unspecified)	87	0	0.4	1.5	-24	1.5	-10	14	-2.8	-2	7
Cc1ccc(S(=O)(=O)N(C)CC(=O)OCC(=O)N2CCN(c3ccccc3)CC2)cc1	123	1	-1.6	-0.3	-37	-0.7	-2	0	0.1	-1	8
COc1ccc(/C=N/NC(=O)CNS(=O)(=O)c2ccc(C)cc2)cc1	82	2	1.6	-0.7	2	4.3	4	10	-2.1	5	-5
COc1ccc(NS(=O)(=O)c2cccc(C(=O)NCC3(N(C)C)CCCCC3)c2)cc1	103	3	0.0	0.5	8	3.5	4	13	-2.5	-3	-8
O=C1c2cccc3cc([N+](=O)[O-])cc(c23)C(=O)N1c1ccccc1O	106	3	-1.6	-0.7	8	3.4	-11	-17	3.5	-3	7
O=C1CC(c2nc3ccccc3[nH]2)CN1c1ccccc1F (stereo unspecified)	139	0	-3.8	-0.3	10	1.4	-1	1	-0.2	3	2
Cc1nc(-c2ccc(Cl)cc2)sc1C1(C)CC(c2cccnc2)=NO1 (stereo unspecified)	105	1	5.3	3.8	x	0.8	5	3	-0.6	489	7
CC1CCCC(C)N1C(=O)CSc1nnc(COc2ccccc2)n1-c1ccccc1 (stereo unspecified)	102	5	0.0	0.4	-2	0.1	3	18	-3.2	-4	17
COc1ccccc1N(/N=C1\Sc2ccccc2C1=O)C(C)=O	118	-9	-1.4	2.3	-2	0.7	-1	75*	-15	-16	17
CCOc1ccc(Nc2nc(N)c([N+](=O)[O-])c(N3CCN(CC)CC3)n2)cc1	118	-1	-0.7	1.4	-27	2.2	-1	23	-5.0	3	3
CCCCNC(=O)NC1C(NC(=O)NCCCC)N(C)C(=O)N1C (stereo unspecified)	x	-3	1.8	-1.0	10	0.8	-2	13	-3.1	5	7
CN1C(=O)/C(=C/c2ccccc2Cl)Sc2ccc(C(=O)N3CCCC3)cc21	107	4	4.0	-1.9	4	-1.5	-9	7	-1.4	65	-3
O=C(COc1ccccc1)N1CCCC1	131	1	-1.4	-20	x	-0.8	-12	16	-3.0	2	10
COc1ccccc1NS(=O)(=O)c1ccc(O)c(C(=O)OCC(=O)Nc2ccccc2F)c1	99	9	4.0	1.3	-27	1.1	-4	7	-1.4	-13	18

New compounds follow:
Structure	DSG3 Ab inh	HTR5A ag	AddAB inh	E coli growth	PfHsp90 yeast 2	phage Ecoli inh	PKA-R1A act	OPRM1-OPRD1 inv	OPRM1-OPRD1 ag	SUMO Mot1 rescue	HTR5A inv ag
COc1cccc(/C=N/NC(=O)c2cccc3ccccc23)c1OC	115	1	5.5	1.5	-4	2.5	2	-13	2.5	-8	3
C/C(=N\NC(=O)c1ccc(F)cc1)c1cccc(NC(=O)c2ccco2)c1	108	5	1.5	3.0	-3	1.3	7	3	-0.5	2	-17
CC1Cc2ccccc2N1C(=S)NC(=O)C1(C)CC1(Cl)Cl (stereo unspecified)	108	0	-6.5	-3.5	-20	-0.5	1	16	-3.2	-9	31
Cc1ccc(S(=O)(=O)c2cc(OC(=O)c3ccco3)ccc2OC(=O)c2ccco2)cc1	100	5	1.9	-2.0	-5	2.0	-10	-6	1.2	9	-17
COc1cccc2cc(-c3cc(=O)oc4cc(C)c(O)cc34)oc12	109	1	2.9	-0.8	-12	4.3	-7	13	-2.6	-20	-6
O=C(Nc1ccc(Cl)cc1)c1cc(S(=O)(=O)N2CCOCC2)cs1	95	-1	2.9	3.2	-3	3.1	-5	2	-0.5	-13	1
O=C(NC1CCCC1)C(c1ccncc1)N(C(=O)c1ccco1)c1ccc(Cl)cc1 (stereo unspecified)	98	-1	2.2	-0.6	-2	1.7	7	8	-1.2	25	6
CN(C)c1cccc2c(S(=O)(=O)N3CCCC3)cccc12	95	1	-0.7	-2.9	-10	1.5	8	0	0.1	4	-5
O=C(/C=C/c1cn(-c2ccccc2)nc1-c1ccccc1)Nc1ccc(C(=O)O)cc1	102	0	-0.8	-1.1	-35	3.7	-8	14	-2.9	-3	-1
CCCN1C/C(=C/c2cccc([N+](=O)[O-])c2)C(=O)/C(=C/c2cccc([N+](=O)[O-])c2)C1	x	3	x	x	-8	1.7	-7	-4	0.8	x	22
Cc1ccc2cc3cc(C(=O)NCCN4CCOCC4)oc3nc2c1	98	4	1.5	-1.3	1	3.2	8	-14	2.4	-2	-45
CCOC(=O)c1c(C(F)(F)F)cc(-c2ccc(F)cc2)nc1C	130	-2	4.3	2.2	1	1.5	-6	-13	2.3	-13	-18
CC(=O)Nc1ccc(C(=O)COC(=O)CN2C(=O)NC3(CCCCC3C)C2=O)cc1 (stereo unspecified)	x	1	-2.7	0.3	-9	1.9	-13	10	-2.5	-7	-3
CCOC(=O)COc1ccc(S(=O)(=O)Nc2cccc(SC)c2)cc1	95	5	0.2	0.9	x	2.8	-12	-19	3.4	10	-4
COc1ccc(-c2nnc(NC(=O)c3cc(Cl)ccc3Cl)o2)cc1	97	5	-0.5	-8.4	-28	-3.3	1	4	-0.8	18	-12

The listing continues:
Structure	DSG3 Ab inh	HTR5A ag	AddAB inh	E coli growth	PfHsp90 yeast 2	phage Ecoli inh	PKA-R1A act	OPRM1-OPRD1 inv	OPRM1-OPRD1 ag	SUMO Mot1 rescue	HTR5A inv ag
Cc1ccc(C(=O)N[C@H](C(=O)Nc2ccc(F)cc2)C(C)C)cc1	102	1	-0.7	-1.6	-21	0.9	-8	-1	0.3	4	-3
CC(C)CCN1CCN(Cc2cnc(-c3ccccc3)s2)CC1CCO (stereo unspecified)	103	-1	0.7	-0.9	-5	0.2	-8	3	-0.7	-8	2
COc1ccccc1NC(=O)N(O)C1(C#N)CCCCC1	100	2	x	x	-18	1.6	-3	-4	1.0	x	-8
CCc1ccc(N(CC(=O)NCCc2ccccc2)C(=O)CCC(=O)Nc2ccccn2)cc1	x	-1	2.6	-2.7	-5	-0.1	1	17	-2.6	-10	-11
CCCN(CCC)C(=O)c1cn(CC)c2ccc(S(=O)(=O)N3CCCCC3)cc2c1=O	102	-6	1.6	0.8	6	0.1	0	29	-5.6	-2	14
O=C(CCc1nc(-c2ccccc2F)no1)NC1CCCCC1	121	-3	-0.6	-3.9	5	1.7	-8	18	-4.0	3	-5
CCN(CC(=O)Nc1c(F)cccc1F)C(=O)CCCc1cccs1	x	1	-1.4	-2.1	-1	3.6	-4	3	-0.8	8	-3
COc1cc(C(=O)NNC(=S)Nc2ccc(S(N)(=O)=O)cc2)cc(OC)c1OC	99	-5	3.6	2.4	16	2.8	-4	19	-3.4	-8	13
Cn1c(=O)c2c(nc(SCCN3CCOCC3)n2Cc2ccc(F)cc2)n(C)c1=O	103	-2	-0.8	-1.6	-12	0.1	8	16	-2.8	38	2
Cc1ccc2c(=O)cc(C(=O)NCc3ccccc3)oc2c1C	93	0	0.3	-1.2	-27	1.9	10	16	-2.9	5	-1
CCN(CC(=O)NCc1ccc(Cl)cc1)C(=O)CSc1cc(C)ccc1C	111	1	1.0	-1.7	6	-0.4	6	-4	0.7	-22	-3
CC(=O)Nc1nc(C)c(-c2csc(Nc3cccc([N+](=O)[O-])c3)n2)s1	91	-6	0.7	-3.0	3	-0.8	-1	-12	2.0	-10	-1
COc1ccc(CNC(=O)CN(C(=O)CCC(=O)Nc2ccccn2)c2ccccc2OC)cc1	105	-5	1.7	-1.6	x	1.3	-11	9	-1.7	-2	11
C/C(=N\Nc1cc(-c2ccccc2)nc(-c2ccccc2)n1)c1ccc(O)c(C)c1	119	-13	0.5	1.9	11	2.9	-4	12	-2.3	0	49*
Cc1ccncc1C(N)=O	96	1	2.9	-4.5	19	5.4	6	1	-0.1	3	-44

(next part)
Structure	DSG3 Ab inh	HTR5A ag	AddAB inh	E coli growth	PfHsp90 yeast 2	phage Ecoli inh	PKA-R1A act	OPRM1-OPRD1 inv	OPRM1-OPRD1 ag	SUMO Mot1 rescue	HTR5A inv ag
COc1cccc(CN(C)C(=O)CN2C(=O)NC(c3ccccc3)(c3ccccc3)C2=O)c1OC	101	-2	-0.8	-1.1	-22	4.1	-2	8	-1.4	6	9
CC(C)n1cc(/C=C2/SC(=O)N(CC(=O)Nc3ccc4c(c3)OCO4)C2=O)c2ccccc21	98	1	-0.1	-0.9	-10	1.4	-6	2	-0.4	-12	2
COc1cccc(-c2nc(-c3ccccn3)no2)c1OC	102	-6	2.6	0.1	19	3.0	-4	13	-2.3	-6	-7
S=C(Nc1cc(Cl)cc(Cl)c1)N1CCCC1	107	-2	-1.4	0.8	3	0.6	2	10	-2.5	-7	5
Cc1cc(C)c2nc(SCC(=O)Nc3cc(C)on3)c(C#N)cc2c1	x	3	2.5	0.1	-3	0.6	-10	-8	1.2	10	-8
O=C(NCc1nnnn1-c1ccc(F)c(F)c1)c1ccc(S(=O)(=O)N2CCOCC2)cc1	101	7	-0.6	0.0	x	2.7	-2	16	-3.1	48	-18
Cc1ccc(S(=O)(=O)N(C)CCCC(=O)NC(C)(C)C)cc1	101	0	4.0	-2.7	-14	0.2	-2	13	-2.6	-9	-1
Cc1ccc(NC(=O)C(C)OC(=O)CSc2ccccc2)cc1 (stereo unspecified)	95	-1	0.7	3.2	x	2.1	10	8	-1.5	4	2

Screens: PubChem BioAssay, several laboratories
